Source: PubChem (several laboratories)
HePTP inh: inhibitors of human HePTP phosphatase; actives 0.64% (n = 110,000); recombinant HePTP phosphatase activity, OD absorbance; inhibition, % at 20 µM; P35236; AID 521; in the data active = inhibition above about 50%;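 note: plate controls were vehicle for no effect and reference inhibitor for full effect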
BAP1 inh: inhibitors of human BAP1 deubiquitinase | AID 436 | Q92560 | activity remaining (% of control), % at 20 µM | recombinant BAP1, Ub-AMC hydrolysis fluorescence kinetic; active compounds read low | actives 0.48% (n = 72,000);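 active = activity remaining at or below 50% of control, provided the compound also passes the data quality filters; inactive = the rest, including low values that fail the filters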;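 note: 100% = DMSO wells rate and 0% = substrate alone blank rate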
Target sequence (Q92560 whole entry, looked up): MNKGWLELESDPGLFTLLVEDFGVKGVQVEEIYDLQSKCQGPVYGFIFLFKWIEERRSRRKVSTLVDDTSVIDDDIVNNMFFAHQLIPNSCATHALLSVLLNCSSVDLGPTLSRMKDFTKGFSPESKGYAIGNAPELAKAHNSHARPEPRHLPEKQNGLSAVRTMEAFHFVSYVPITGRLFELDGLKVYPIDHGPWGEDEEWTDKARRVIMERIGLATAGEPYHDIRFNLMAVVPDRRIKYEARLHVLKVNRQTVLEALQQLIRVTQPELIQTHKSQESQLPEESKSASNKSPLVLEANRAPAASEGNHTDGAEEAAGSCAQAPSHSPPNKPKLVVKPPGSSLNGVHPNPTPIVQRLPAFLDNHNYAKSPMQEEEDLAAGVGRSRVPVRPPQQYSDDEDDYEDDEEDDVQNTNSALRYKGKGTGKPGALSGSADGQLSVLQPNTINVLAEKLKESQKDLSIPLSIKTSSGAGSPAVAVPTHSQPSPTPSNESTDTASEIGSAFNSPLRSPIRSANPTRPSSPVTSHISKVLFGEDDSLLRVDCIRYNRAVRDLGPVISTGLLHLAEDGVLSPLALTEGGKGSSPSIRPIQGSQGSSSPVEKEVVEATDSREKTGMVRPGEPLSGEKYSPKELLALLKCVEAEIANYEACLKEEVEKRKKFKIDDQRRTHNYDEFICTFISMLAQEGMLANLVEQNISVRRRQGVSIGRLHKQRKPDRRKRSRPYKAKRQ
* marks the source's active call; other numbers are inactive results; x = not tested or not shown; & = joins results of further samples.

A first look, 5 compounds:
SMILES	HePTP inh	BAP1 inh
Cc1cc2nc(NC3=NCN(CCN4CCOCC4)CN3)nc(C)c2cc1C	0	99
O=C1c2ccc(Oc3cccc([N+](=O)[O-])c3)cc2C(=O)N1c1c[nH]c(=O)[nH]c1=O	x	53
O=C(c1ccc(Cl)cc1)N1CCN(c2nc(N3CCCCC3)nc(N3CCCCC3)n2)CC1	3	x
CCN(CC)C(=O)Cn1cnc2c1c(=O)n(C)c(=O)n2C	-1	104
O=c1[nH]c(SCc2ccccc2Cl)nc2c1CCCC2	10	81

Main list (from the top)
SMILES	HePTP inh	BAP1 inh
Cc1cc2nc(NC3=NCN(CCN4CCOCC4)CN3)nc(C)c2cc1C	0	99
O=C1c2ccc(Oc3cccc([N+](=O)[O-])c3)cc2C(=O)N1c1c[nH]c(=O)[nH]c1=O	x	53
O=C(c1ccc(Cl)cc1)N1CCN(c2nc(N3CCCCC3)nc(N3CCCCC3)n2)CC1	3	x
CCN(CC)C(=O)Cn1cnc2c1c(=O)n(C)c(=O)n2C	-1	104
O=c1[nH]c(SCc2ccccc2Cl)nc2c1CCCC2	10	81
CCSc1nnc(NC(=O)/C=C/c2ccc(Cl)cc2)s1	-15	x
O=C1OC(c2ccc(Cl)cc2)=C/C1=C\c1ccc(F)cc1	-12	x
CCOc1ccc(N/C=C2\CCCCC2=O)c([N+](=O)[O-])c1	-1	x
Cc1c(C#N)c2ccccc2n1CC(=O)O	6	104
CCOC(=O)c1cc(C#N)c(N)nc1C	9	81
COc1ccc(/C=C2\SC(=S)N(CCCC(=O)Nc3cccc(C(=O)O)c3)C2=O)cc1	1	x
O=C(CSc1nnc(Cc2cccs2)n1Cc1ccco1)Nc1cc(Cl)cc(Cl)c1	1	55
CCc1cc(-c2[nH]ncc2-c2ccc3c(c2)OCO3)c(O)cc1O	-6	85
Cn1cnnc1SCCC(=O)Nc1ccccc1	6	103
CCc1nc(SCc2cccnc2)[nH]c(=O)c1C	8	105
CCOC(=O)CCCCC(=O)c1[nH]c(=O)[nH]c1CSc1nc2ccccc2[nH]1	6	102
Cc1oc2nc(SCCCC(=O)NCCO)nc(N)c2c1C	4	119
Cn1nnnc1SCc1csc(Nc2ccccc2)n1	4	93
O=c1c2cc(N3CCOCC3)ccc2[nH]c(=S)n1CCCN1CCCCC1	9	92
Cn1nnc(NC(=O)CSc2ccc(Cl)cc2)n1	10	54
Cc1nn(-c2ccccc2)c(C)c1-c1cccc([N+](=O)[O-])c1	11	x
Cn1c(CNc2nc3ccccc3n2CCN2CCCCC2)nc2ccccc21	-5	98
COC(=O)C(=Cc1cc(Br)c(OCc2ccc([N+](=O)[O-])cc2)c(OC)c1)C(=O)OC	12	x
O=C(NCc1ccncc1)c1cnccn1	-2	136
O=C(O)c1c[nH]c2cc3c(cc2c1=O)OCCO3	2	x
Additional results.
SMILES	HePTP inh	BAP1 inh
CC(=O)NC1C(=O)Nc2c1cccc2C(F)(F)F (stereo not drawn)	-1	111
Cc1cc(C)c(C(CC(=NNC(N)=O)c2cccs2)C(C#N)C#N)c(C)c1 (stereo not drawn)	8	x
CSc1ncccc1C(=O)OCn1nnc2ccccc2c1=O	-6	118
O=C1CC(c2ccccc2)CC(O)=C1C=NCCc1ccccc1 (stereo not drawn)	3	x
O=C(/C=C/c1ccc(-c2cccc(Br)c2)o1)c1ccco1	3	x
COc1ccc(CNC(=O)c2csnn2)cc1	2	90
O=C(O)CCCCCN1C(=O)C(=O)/C(=C(/O)c2ccc(Cl)cc2)C1c1ccccc1[N+](=O)[O-] (stereo not drawn)	-2	x
CCn1c(SCC(=O)N2CCC(C(N)=O)(N3CCCCC3)CC2)nc2ccccc2c1=O	5	100
CCCCC(=O)Nc1cc(NC(=O)CCCC)cc(C(=O)O)c1	14	119
COc1ccc(C(=O)Nc2ccc(OC)c(OC)c2)c(OC)c1	6	x
COCCNc1cc(C)nc2ccccc12	7	106
CCc1nnc(NC(=O)CSc2nnc3scc(-c4ccc(C)cc4)n23)s1	-2	67
CNC(=O)c1ccc(CN2CCc3ccccc3C2)cc1	4	x
CCOC(=O)c1cnn(-c2ccccc2)c1NC(=O)c1cccc(F)c1	-13	x
Cc1ccccc1NC(=O)c1c(NC(=O)c2ccc([N+](=O)[O-])cc2)sc2c1CCC2	4	x
Cc1cc(Nc2cc(Cl)cc(Cl)c2)n2ncnc2n1	4	x
CC(=O)NC(Cc1ccc(C)cc1)C(=O)NC1CCN(C(=O)c2cnccn2)CC1 (stereo not drawn)	4	107
CCOC(=O)c1ccc(N2C(=O)CC(N3CCC(O)(c4ccc(Cl)cc4)CC3)C2=O)cc1 (stereo not drawn)	8	96
Cc1ccc(OCCSc2nc3ccccc3[nH]2)cc1	5	91
COc1ccc(S(=O)(=O)N2CCCC(C(=O)N3CCCCCC3)C2)cc1 (stereo not drawn)	9	106
O=c1[nH]c(-c2ccccn2)nc2ccccc12	1	116
COc1ccc(S(=O)(=O)N2CCC(C(=O)NCCC3=CCCCC3)CC2)cc1OC	7	91
Cc1cccc(N2C(=O)C(=O)/C(=C(/O)c3ccccc3)C2c2ccccc2)n1 (stereo not drawn)	8	x
O=C(NCc1ccc2c(c1)OCO2)C1CCN(C(=O)Nc2ccc(Cl)cc2)CC1	-1	66
CCOc1ccc2nc3ccc4[nH]onc4c3c2c1	-1	84
More records.
SMILES	HePTP inh	BAP1 inh
CC1=C(C(=O)OC(C)C)C(c2ccncc2)n2ncnc2N1 (stereo not drawn)	8	72
CN(C)c1ccc(CN(C)C2CCCCC2)cc1	-5	x
COCc1nnc(NS(=O)(=O)c2ccc(C)cc2)s1	6	127
COc1ccc(C2N(c3ccc(F)cc3)C(=O)C3CCCN32)cc1 (stereo not drawn)	-3	98
COC(=O)Cc1[nH]nc2c1C1(C(=O)N(Cc3ccccc3)c3ccccc31)C(C#N)=C(N)O2 (stereo not drawn)	-8	x
CC(=O)COc1ccc2c(c1)oc(=O)c1ccccc12	2	x
CN1CC(=O)Nc2ccc([N+](=O)[O-])cc2C1=O	x	128
O=[N+]([O-])c1cccc(N/C(=N/S(=O)(=O)c2ccc(Cl)cc2)c2ccccc2)c1	7	x
O=C(C1CCN(Cc2ccccc2)CC1)N1CCCC1	-6	99
CN1C(=O)CSc2ccc(NC(=O)N3CCN(c4ccccn4)CC3)cc21	2	71
CC(=O)Nc1ccc(N=Cc2ccc(Cl)c([N+](=O)[O-])c2)cc1	-13	x
COc1cc(C(=O)OCC(=O)c2cc(C)n(C)c2C)cc(OC)c1OC	3	83
CCC(C)[C@H](NC(=O)NC1CCCc2ccccc21)C(=O)O (stereo partly drawn)	4	103
COc1cccc(OC)c1C(=O)Nc1ccc(CN2CCOCC2)cc1	2	131
CC(C)CCNC(=O)C1C2C=CC3(CN(Cc4ccccc4Cl)C(=O)C13)O2 (stereo not drawn)	6	91
Cc1ccc2nc(-c3ccc(SCC(=O)O)nc3)[nH]c2c1	10	x
CCOc1ccc2nc(NC3=NCN(Cc4ccco4)CN3)nc(C)c2c1	-8	x
O=C(O)/C=C/C(=O)Nc1ccc(S(=O)(=O)N2CCCCCC2)cc1	-5	x
O=C(c1nn2c(C(F)(F)F)c3c(nc2c1Cl)-c1ccccc1CC3)N1CCOCC1	x	105
Cc1ccccc1NCC(=O)N/N=C\c1cc(Br)cc(Br)c1O	-5	x
O=C(CSc1ccc2nnc(-c3ccccc3)n2n1)N1CCN(c2ccccc2)CC1	-4	95
CC(C)(C)c1cc(NC(=O)c2cc(F)c(F)c(F)c2F)no1	8&-2	91
O=C(NCCOC(=O)c1ccc(Cl)c(S(=O)(=O)N2CCCCC2)c1)c1ccncc1	0	99
COc1ccccc1N1CCN(C(=O)CSc2nnc(NC(=O)C3CC3)s2)CC1	0	109
COc1ccc(C)cc1NC(=O)CCN1CCCC1	10	112

Five entries out of the list above, arranged by the number in HePTP inh, high to low.
SMILES	HePTP inh	BAP1 inh
COc1ccc(C)cc1NC(=O)CCN1CCCC1	10	112
COCc1nnc(NS(=O)(=O)c2ccc(C)cc2)s1	6	127
COc1cc(C(=O)OCC(=O)c2cc(C)n(C)c2C)cc(OC)c1OC	3	83
CN1C(=O)CSc2ccc(NC(=O)N3CCN(c4ccccn4)CC3)cc21	2	71
CC(=O)Nc1ccc(N=Cc2ccc(Cl)c([N+](=O)[O-])c2)cc1	-13	x

Following part:
SMILES	HePTP inh	BAP1 inh
COC(=O)c1ccc(C(=O)OC)c(NC(=O)COc2ccccc2[N+](=O)[O-])c1	-12	x
C=CCOc1ccc(C2c3c(oc4ccccc4c3=O)C(=O)N2CCCN2CCOCC2)cc1 (stereo not drawn)	3	133
COc1ccc(CCN2C(=O)CC(Cc3cccc(C)c3)C2=O)cc1OC (stereo not drawn)	-1	x
O=C(Nc1c2c(nn1-c1ccc(F)cc1)CS(=O)(=O)C2)C12CC3CC(CC(C3)C1)C2	0	96
CCN(CC)C1=CC(=O)OC12CCCCC2	7	94
O=c1[nH]c(Cc2cccs2)nc2ccccc12	-2	96
O=C(Nc1cccc(N2CCCC2)c1)c1cccs1	-9	63
CN1Cc2c(N)cccc2C(c2ccccc2)C1 (stereo not drawn)	6	80&96
COC(=O)c1cc(-c2ccccc2)n[nH]1	10	97
COc1cc(OC)cc(C(=O)Nc2cc(NC(=O)c3ccco3)ccc2OC)c1	1	x
CCOc1cc2[nH]c(=S)n(CCCC(=O)NCc3ccco3)c(=O)c2cc1OCC	5	52
O=C(c1ccccc1)N1CCN(C2CCCCCC2)CC1	8	99
O=C(O)c1ccc2c(c1)C1C=CCC1C(c1ccc([N+](=O)[O-])cc1)N2 (stereo not drawn)	102*	x
COc1ccc(C(C(O)C(=O)c2c[nH]c3ccccc23)N2CCN(c3ccccc3)CC2)cc1 (stereo not drawn)	4	71
Cn1c(-c2ccc(Br)o2)nc2cc(Br)ccc21	10	103
O=C(NC(=S)N1CCN(CCN2C(=O)c3cccc4cccc(c34)C2=O)CC1)c1ccc2c(c1)OCO2	0	x
COc1ccccc1C1C(C(C)=O)=C(O)C(=O)N1c1nc2ccccc2s1 (stereo not drawn)	-11	x
Cc1ccc(CNC(=O)c2ccc(Br)o2)cc1	7	87
CC(=O)Nc1ccc(S(=O)(=O)N2CCC(n3cnc4cc(F)ccc43)CC2)cc1	7	97
CCCN1CCN(CCCNC(=O)CN2C(=O)COc3ccccc32)CC1	-6	99
O=C(COc1ccccc1)Nc1ccc(-c2nc3ncccc3o2)cc1	-1	x
Cc1ccc(-c2nn3c(-c4ccco4)nnc3c3ccccc23)cc1S(=O)(=O)NCC1CCCO1 (stereo not drawn)	9	78
Cc1c(C(=O)N2CCCC2)nnn1-c1nonc1N	11	50
CC(=O)N1CCc2cc(Br)cc(S(=O)(=O)N3CCN(c4ccccn4)CC3)c21	-4	84
CCCCOC(=O)c1ccc(NC(=S)NC(=O)c2ccco2)cc1	4	x
(further entries)
SMILES	HePTP inh	BAP1 inh
Cc1ccc(S(=O)(=O)Nc2ccc3c(c2)ncn3-c2ccccc2)cc1	-2	x
N#CC(C#N)=C1NC2(CCCCC2)Cc2ccccc21	-1	x
CCC(=O)N1c2ccc(C)cc2C(=C2SC(C(=O)OC)=C(C(=O)OC)S2)C(=S)C1(C)C	32	x
COc1cc(OC)c(C2Nc3ccccc3NC3=C2C(=O)CC(c2ccccc2)C3)cc1OC (stereo not drawn)	0	x
CC(=O)c1nc2ccccc2n1S(=O)(=O)c1ccc(C)cc1	2	79
COc1ccc(C)cc1C(=O)CCC(=O)Nc1ccccc1N1CCOCC1	13	93
N#C/C(=C\c1ccc(-c2cc(Cl)ccc2Cl)o1)C(=O)Nc1ccccc1O	-9	x
N#Cc1cc2c(nc1SCC1COc3ccccc3O1)CCC2 (stereo not drawn)	-6	77
COc1ccc(C)cc1Nc1cc(C)nc2nc(C)nn12	0	78
CCCCCCCCn1c(C)cc(=O)[nH]c1=O	1	x
COc1cc([N+](=O)[O-])ccc1-c1ccc(/C=C2\C(=O)NC(=O)N(c3ccc(Cl)cc3)C2=O)o1	0	x
Brc1ccccc1-c1nnc2sc(Cc3ccccc3)nn12	2	76
CC(=O)c1ccc(C(=O)Nc2nnc(-c3ccc(Cl)cc3)o2)cc1	2	83
CCOc1ccc(-c2noc(=O)[nH]2)cc1	5	77
CC(NC(=O)OCc1ccccc1)C(=O)NCC1CCCO1 (stereo not drawn)	-6	98
COc1ccc(NC(=O)c2c(-c3c(Cl)cccc3Cl)noc2C)c(OC)c1	-9	x
O=C1c2cccc3cc([N+](=O)[O-])cc(c23)C(=O)N1Nc1ccccc1	-4	x
CC(C)c1ccccc1NC(=O)/C=C/C(=O)O	-18	x
Cc1cc(C)c(OCCCN2CCOCC2)c(Cl)c1	11	x
CCOC(=O)C(=O)Nc1ccc(NC(C)=O)cc1	31	x
COc1ccc(-c2nc3n(n2)C(c2ccccc2)C2=C(CCCC2=O)N3)cc1OC (stereo not drawn)	5	63

Entries of single compounds, looked up by structure. Order of screens: HePTP inh | BAP1 inh
COc1ccc(C)cc1C(=O)CCC(=O)Nc1ccccc1N1CCOCC1 in the list: 13 | 93
CC(=O)c1nc2ccccc2n1S(=O)(=O)c1ccc(C)cc1 in the list: 2 | 79
